MT stabilizer: microtubule stabilizers in HeLa cells; hit rate 0.83% among 200,000; HeLa tubulin immunostaining HCS, 24 h; share of cells brighter than vehicle mean+2SD; % tubulin-high responders, % at 10 µM; AID 2205;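 active = plate Z-score above 3 for both tubulin-high and condensed-nucleus cell shares, with cell loss under 80%, at 10 µM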;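 note: anti alpha tubulin signal scored within the nucleus-defined area of each cell; some results filed as inactive read as strong as hits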
Autophagy mod: autophagy modulation, high-content screen | MEF GFP-LC3 puncta imaging; test concentration mostly 10 µM | calls only at 10 µM (by protocol) | hit rate 0.98% among 190,000;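 active = percentage of spot-positive cells more than 3 SD above its plate mean, without a fluorescence outlier flag or 80% toxicity; inconclusive = no clear call, values can overlap the other calls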;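 note: spot-positive cell cutoff set from DMSO-treated cells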
HIV peptide binding: inhibitors of HIV fusion peptide binding, primary screen, biochemical, uHTS, fluorescence dequenching (AID 1986); hit rate 0.3% among 290,000; cell-free peptide binding, fluorescence dequenching, 30 min; higher % means a stronger effect; inhibition, % at 20 µM; hits with a dose series show IC50 in µM; in the data active = inhibition mostly above about 52%, no sharp cut-off; inactive = mostly below about 76%; note: some results filed as inactive read as strong as hits
bCat nuc transl: alters nuclear translocation of beta-catenin in HeLa cells; immunofluorescence imaging; nuclear translocation activity, % at 5 µM; hit rate 0.3% among 190,000; AID 1665;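 active = nuclear translocation activity above 50% at 5 µM, with a well cell count of 50 or more; inconclusive = wells under 50 cells across six images, flagged as toxic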;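 note: per-cell ratio of nuclear to cytoplasmic median beta-catenin stain intensity; plate controls were DMSO negative control for no effect and GSK-3 inhibitor IX positive control for full effect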
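Assay system: human HeLa cells, native beta-catenin; doses: 5 µM primary, 0.02–20 µM confirmation; incubation: compound treatment 24 h, 37°C, 5% CO2; technique: fluorescence imaging of beta-catenin antibody stain plus DAPI; measure: % activation, nuclear-to-cytoplasmic median beta-catenin signal ratio per cell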
Yfh1-off respiration: mitochondrial function rescue without frataxin homolog – Friedreich's ataxia, plus single-dose screen, dose response (AID 1465). one-dose fold induction at 50 µM; EC50 in µM for titrated hits. hit rate 0.074% among 220,000. S. cerevisiae Yfh1-off respiration, WST-1 reduction, 72 h; higher fold induction means a stronger effect;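 active = fold induction of absorbance versus untreated yeast above a set limit, then at least 30% activation at any dose in follow-up; inconclusive = repeats straddling the limit, or above it without dose testing; inactive = fold induction below the set limit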;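 note: activators that raise dye reduction in frataxin-depleted yeast; strong numbers were not always called active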
Dynein cargo inh: dynein cargo transport inhibition. z-score, hits read low. AID 1381. hit rate 0.47% among 220,000. 3617.4 mouse cells, GR-EGFP nuclear translocation imaging; test concentration mostly 20 µM; stimulated with dexamethasone, 1 µM; stronger effect = lower value;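 active = plate z-score of nuclear minus cytoplasmic receptor signal below a set negative limit, without overly bright fluorescence or cell loss, cut at about -3.5 in these data, passing the limit was not always enough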;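 note: z-score of nuclear minus cytoplasmic ring GR-EGFP intensity difference per well; some compounds called inactive have numbers as strong as hits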
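Buffer or medium: tet-free medium with charcoal-stripped serum / Also added: dexamethasone agonist, 1.0 µM final, for 30 min / Timing: induction 48 h, compound 1 h, agonist 30 min / Measured by: high-content fluorescence imaging after fixation / Read-out: nuclear-to-cytoplasmic GR-EGFP distribution per well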
Ins promoter up: MIN6 insulin promoter up-regulation. z-score at 5 µM. AID 1625. hit rate 0.3% among 190,000. MIN6 insulin promoter-GFP reporter, high-content imaging; stronger effect = higher value;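 active = z-score above 3 at 5 µM with at least 500 cells counted in the well; inconclusive = wells under 500 cells, flagged as cytotoxic or low count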
WT yeast gro inh: growth inhibition of WT yeast, mitochondrial fusion screen | mitochondrial fusion phenotypic screen, WT strain | inhibition, % at 10 µM | hit rate 2.1% among 190,000 | AID 1362; in the data active = inhibition above about 58%; tested in S. cerevisiae
AID2073: inhibitors of Mint1-CaV2.2 protein interaction, biochemical, HTRF (AID 2073); hit rate 0.19% among 290,000; HTRF protein-protein interaction, Mint1-CaV2.2; higher % means a stronger effect; inhibition, % at 20 µM, or IC50 in µM where a hit was titrated; in the data active = inhibition mostly above about 51%, no sharp cut-off; inconclusive = no clear call, values can overlap the other calls; inactive = mostly below about 53%; note: some results filed as inactive read as strong as hits
WT yeast gro inh mutant strain: further read-out of WT yeast gro inh, marked with its call; inhibition, %; mitochondrial fusion phenotypic screen, mutant strain inhibition
Dynein cargo inh cytoplasmic EGFP: second read-out of Dynein cargo inh, no call of its own (marks repeat the call); z-score; measured here: cytoplasmic GR-EGFP intensity; stronger effect = higher value
Dynein cargo inh nuclear GR-EGFP: recorded beside Dynein cargo inh, whose call it bears; z-score; measured here: nuclear GR-EGFP intensity;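 lower value marks the stronger effect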
Dynein cargo inh cell count: recorded beside Dynein cargo inh, whose call it bears; z-score; measured here: cell count per field
Ins promoter up cell count: second read-out of Ins promoter up, no call of its own (marks repeat the call); cell count; measured here: cytotoxicity, nuclei count;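 total cells summed across four imaged fields per well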
bCat nuc transl cell count 5 µM: also measured in bCat nuc transl; calls as there; cell count; measured here: cell count, cytotoxicity flag
MT stabilizer Hoechst-high %: further read-out of MT stabilizer, marked with its call; % Hoechst-high responders; measured here: nuclear condensation Hoechst responders;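 share of cells brighter than vehicle mean plus two SD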
MT stabilizer cytotoxicity %: further read-out of MT stabilizer, marked with its call; toxicity, %; measured here: cytotoxicity by cell density;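 0% = mean cell density of plate MIN control wells and 100% = no cells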
Autophagy mod cell loss 18 h: further read-out of Autophagy mod, marked with its call; toxicity, %; measured here: cell loss, nuclei count;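 cell loss after 18 h compound exposure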
Active calls of the source: *; i = inactive; ? = inconclusive; . = not tested or not shown. Compounds as they come (roughly 4.2% active in at least one column).

structure,MT stabilizer,MT stabilizer Hoechst-high %,MT stabilizer cytotoxicity %,Autophagy mod,Autophagy mod cell loss 18 h,HIV peptide binding,bCat nuc transl,bCat nuc transl cell count 5 µM,Yfh1-off respiration,Dynein cargo inh,Dynein cargo inh cytoplasmic EGFP,Dynein cargo inh nuclear GR-EGFP,Dynein cargo inh cell count,Ins promoter up,Ins promoter up cell count,WT yeast gro inh,WT yeast gro inh mutant strain,AID2073
Cc1noc(C)c1C(=O)NC(C)C1CCCO1 (stereo not drawn),2.4,1.9,2.0,i,2,-2.0%,-0.7,1003,i,0.55,-0.27,-0.58,1.4,0.16,1297,-7,-7,3%
CCOc1ccc(C(=O)c2cccs2)cc1,2.6,2.3,7.6,i,20,1.8%,-0.4,1194,i,-0.8,-0.18,0.29,0.86,-0.67,1221,-14,-11,4%
CCOC(=O)c1cnn(CCOC(=O)c2cccc(F)c2)c1NC(=O)c1cccc(F)c1,4.2,2.8,2.0,i,-2,-0.4%,-0.5,956,i,0.1,-0.31,-0.3,0.023,.,.,14,16,-2%
COc1ccc(-c2nc(CS(=O)CC(=O)N3CCCC3)c(C)o2)cc1 (stereo not drawn),4.0,3.0,8.1,i,-5,0.7%,-0.2,1106,i,-0.39,-0.22,0.055,0.44,-0.43,1475,8,-1,-9%
Cc1cccc(Nc2nc(N)nc(CN3CCN(c4ccccc4)CC3)n2)c1,1.7,2.1,17,i,-11,-3.3%,-3.0,1057,i,0.52,-0.14,0.44,-0.45,.,.,12,1,?
O=C(CP(=O)(O)CC(=O)c1ccccc1)c1ccccc1,2.0,0.8,2.9,i,-2,1.0%,-0.4,1113,i,1,-0.12,0.52,-0.25,0.15,1376,4,-18,-12%
COc1ccc(OC)c(NC(=O)c2cnn(-c3ccccc3Cl)c2NC(=O)c2ccco2)c1,1.0,1.4,8.5,i,-10,0.8%,.,.,i,-0.02,-0.3,0.091,0.38,.,.,0,9,-1%
CN(C)S(=O)(=O)c1cccc(C(=O)NCCc2ccccc2)c1,3.1,1.6,5.7,i,-8,-0.5%,.,.,i,0.36,-0.28,-0.44,-0.089,1.1,1357,9,-15,-5%
Cc1cccc(C(=O)NC(=S)NNC(=O)Cc2ccccc2)c1,2.8,2.3,5.8,i,10,-1.1%,-4.1,570,i,-0.2,-0.33,-0.019,-0.17,0.01,1268,16,13,-1%
Cc1ccc2cc(CN(CC3CCCO3)C(=O)Nc3ccccc3F)c3nnnn3c2c1 (stereo not drawn),4.1,3.3,9.2,i,18,1.9%,-1.6,1099,i,-1,-0.12,-0.88,0.62,0.22,1288,5,-15,14%
CCCn1c(=O)c2ccccc2n2c(SCc3nc4ccccc4s3)nnc12,2.9,2.0,8.1,i,17,3.4%,-4.1,938,i,0.53,-0.47,0.27,0.24,0.18,1110,49,23,3%
CC(Sc1ccc(S(=O)(=O)N2CCOCC2)cc1[N+](=O)[O-])C(=O)O (stereo not drawn),3.5,3.4,9.9,i,1,1.4%,-2.1,1033,i,0.46,-0.3,0.39,-0.72,0.25,1334,0,-7,7%
CCC(=O)Nc1nc2c(OC)ccc(C)c2s1,1.5,2.3,9.9,i,1,-2.3%,1.4,1045,i,-0.78,-0.16,-0.3,0.21,-0.36,1064,20,5,11%
Cc1ccc(S(=O)(=O)NC(C)C(c2cccs2)N2CCN(c3ccccc3)CC2)cc1 (stereo not drawn),1.5,2.8,8.9,i,-5,0.4%,-0.1,999,i,-0.52,-0.28,-0.3,0.49,0.24,1664,39,10,2%
O=C(Nc1ccc2c(c1)CCC2)c1ccc(Cl)nc1,2.4,3.7,4.0,i,-2,-1.0%,-0.8,1071,i,-1,-0.37,-0.5,0.76,-0.34,1223,-14,-7,9%
CCCc1cc2c(cc1NC(=O)c1ccc(C(C)(C)C)cc1)OCO2,3.5,2.0,6.3,i,4,1.3%,-0.7,1063,i,2.9,-0.14,1.9,-1.9,0.14,1353,38,-7,-2%
CCc1nnc(NC(=O)CSc2nnc(COc3ccc(C#N)cc3)n2-c2ccccc2)s1,2.0,1.4,9.2,i,6,3.6%,-1.7,1180,i,0.74,-0.12,0.06,0.066,0.57,987,-9,-11,32%
Cc1cccc(C(=O)O/N=C(\N)c2ccc(Br)cc2)c1,2.2,1.5,4.4,i,2,13%,.,.,i,1,-0.33,0.45,-0.16,-0.18,946,11,31,-4%
Cc1ccc(Cn2ccnc2C(=O)Nc2ccccc2)cc1,5.5,2.0,8.9,i,15,-0.4%,0.2,1114,i,1,-0.26,0.76,-0.36,-0.5,1301,43,45,17%
CCn1c(=O)c(C(=O)NCc2ccccn2)c(O)c2ccccc21,2.3,1.7,9.4,i,6,0.7%,-4.6,933,i,-0.73,0.57,-0.17,0.065,-0.08,1302,-6,6,22%

The closing two compounds of the part before are carried over, then new ones follow.
structure,MT stabilizer,MT stabilizer Hoechst-high %,MT stabilizer cytotoxicity %,Autophagy mod,Autophagy mod cell loss 18 h,HIV peptide binding,bCat nuc transl,bCat nuc transl cell count 5 µM,Yfh1-off respiration,Dynein cargo inh,Dynein cargo inh cytoplasmic EGFP,Dynein cargo inh nuclear GR-EGFP,Dynein cargo inh cell count,Ins promoter up,Ins promoter up cell count,WT yeast gro inh,WT yeast gro inh mutant strain,AID2073
Cc1ccc(Cn2ccnc2C(=O)Nc2ccccc2)cc1,5.5,2.0,8.9,i,15,-0.4%,0.2,1114,i,1,-0.26,0.76,-0.36,-0.5,1301,43,45,17%
CCn1c(=O)c(C(=O)NCc2ccccn2)c(O)c2ccccc21,2.3,1.7,9.4,i,6,0.7%,-4.6,933,i,-0.73,0.57,-0.17,0.065,-0.08,1302,-6,6,22%
COc1ccc(O)c(C=NCC(C)N=Cc2cc(OC)ccc2O)c1 (stereo not drawn),4.5,1.9,2.0,i,8,2.2%,-0.5,1062,i,0.12,-0.25,-0.27,1,-0.22,1136,11,11,10%
CSC1=N/C(=C\c2ccc(C)cc2)C(=O)S1,2.7,1.4,3.6,i,2,-0.8%,-3.3,1388,i,-0.5,-0.2,-1.1,0.66,0.07,1471,-1,7,-9%
CC(=O)N/N=C/c1cc([N+](=O)[O-])ccc1OCCOc1ccccc1,3.7,1.5,6.6,i,-20,-0.7%,-4.7,1177,i,0.097,-0.23,0.35,1.4,.,.,-17,-19,-13%
CC1(C)Cc2c(C#N)c(N)sc(=S)c2CO1,3.1,1.4,1.5,i,12,0.9%,0.2,1147,i,0.051,0.33,0.57,-0.34,-0.44,1288,2,-3,42%
Cc1ccc(-c2nnn(CC(=O)Nc3ccc(S(=O)(=O)N4CCC(C)CC4)cc3)n2)cc1,1.8,2.4,12,i,1,1.1%,-0.1,876,i,-0.23,-0.21,-0.26,0.68,0.82,1116,-5,-30,18%
COc1cccc(-c2noc(CCCC(=O)N3CCOCC3)n2)c1,2.3,1.5,5.6,i,12,-1.3%,-4.4,1030,i,-0.55,-0.32,0.13,0.56,-0.64,1561,-11,-13,18%
O=C(O)C1CCCCC1C(=O)Nc1cnn(Cc2ccccc2)c1 (stereo not drawn),4.0,2.5,8.4,i,-9,4.1%,.,.,i,-0.097,-0.029,0.3,-0.34,.,.,17,16,28%
CNC(=S)NC1CC2CCCC(C1)N2Cc1ccc(C)cc1 (stereo not drawn),1.9,0.9,3.8,i,-3,1.0%,0.1,1081,i,-0.57,-0.17,-0.12,0.53,0.55,1463,-22,-16,-6%
Cn1c(=O)c2c(ncn2CC(=O)Nc2cc(Cl)c(Cl)cc2Cl)n(C)c1=O,.,.,.,.,.,-1.8%,-2.8,800,.,.,.,.,.,-0.24,953,.,.,-6%
CCSc1nc2ccccc2c(=O)n1Cc1ccc(F)cc1,3.5,1.8,3.4,i,11,-0.3%,0.4,1221,i,-0.28,0.31,0.11,0.5,0.09,1390,49,40,-2%
COc1ccc(C2CC(c3cccs3)=NN2C(=S)Nc2ccccc2)cc1OC (stereo not drawn),2.4,3.4,11,i,9,3.1%,-3.1,1131,i,-0.36,-0.19,-0.32,-0.26,0.2,1487,19,-1,7%
Cn1[nH]c(CSc2ccc(Cl)cc2)cc1=O,5.1,3.2,12,i,6,9.4%,0.2,1093,i,-0.53,-0.32,0.0049,1.2,-0.76,1122,-9,16,3%
CC(C)c1cc(C(=O)O)n[nH]1,3.6,1.8,14,i,-9,0.2%,-4.2,1188,i,-0.39,-0.21,-0.27,0.52,0.09,1041,33,15,26%
CCSC1=C(C#N)C2(CCCCC2)C(C#N)=C(N)N1,3.8,4.3,9.1,i,7,0.5%,0.2,1357,i,-0.59,-0.29,-0.3,-0.18,-1,1247,-5,2,11%
COC(=O)CNC(=O)C1CCN(c2nc(C)cc(C)n2)CC1,3.4,1.7,4.3,i,-49,2.7%,-0.8,734,i,-0.59,-0.17,0.25,0.069,-0.93,1204,-1,4,-3%
COc1ccccc1NC(=O)CSc1ccc(-c2cccs2)nn1,2.0,3.2,2.8,i,4,1.1%,0.6,1127,i,-0.28,-0.35,0.2,0.35,0.05,1407,18,7,-1%
COc1ccc(CNC(=O)Nc2cccc(C(F)(F)F)c2)cc1OC,3.5,2.0,6.0,i,8,-2.7%,-0.5,1061,i,0.19,-0.27,0.16,0.26,1.1,1483,-10,-1,-1%

Screens deposited in PubChem BioAssay by several laboratories.
